KCNH2 WT inh: qHTS for Inhibitors of KCHN2 3.1: Wildtype qHTS; Voltage-gated inwardly rectifying potassium channel KCNH2 (Homo sapiens), Q12809; U2OS, BacMam KCNH2, thallium flux FluxOr; stronger effect = lower value; activity change, % at 1.84 µM; 0.37% of 340,000 active; AID 720551, 2013;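 active = maximum activity change below -70%; inconclusive = maximum activity change between -70% and -50%; inactive = maximum activity change above -50%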
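U2OS cells were transduced with wild-type KCNH2 virus (2.03 x 10^8 / mL) for 4 h at room temperature, then cultured overnight at 37 C. Thallium flux was read with FluxOr dye. Rate constants were normalized to DMSO controls.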
Eya2 phos inh: qHTS Assay for Inhibitors of the Phosphatase Activity of Eya2. Protein phosphatase EYA2 (Homo sapiens), O00167. recombinant Eya2, OMFP fluorescence dephosphorylation (OMFP is methylfluorescein phosphate). Potency, µM (titrated, usually from 76.9 µM), for inactives: top-dose activity, negative = inhibition, usual class: inhibitors. 0.006% of 330,000 active; note: potency is the fitted concentration of half-maximal effect
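Eya2 protein (added as 0.2 uM solution) was preincubated with compound for 10 min at ambient temperature in 50 mM HEPES pH 7.5, 50 mM NaCl, 5 uM MgCl2, 0.05% BSA, 1 mM DTT. OMFP (added at 50 uM) then reacted 10 min; fluorescence read at 485/525 nm.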
GALK inh: qHTS Assay for Inhibitors of Human Galactokinase (GALK); P51570; Purified GALK, Kinase-Glo residual ATP luminescence; Potency, µM (highest dose often 57.5 µM), without a hit: at the highest dose activity change, negative = inhibition, actives largely listed as inhibitors; 0.007% of 270,000 active; AID 1868, 2009; note: potency is the fitted concentration of half-maximal effect
Target sequence (P51570 whole entry, looked up): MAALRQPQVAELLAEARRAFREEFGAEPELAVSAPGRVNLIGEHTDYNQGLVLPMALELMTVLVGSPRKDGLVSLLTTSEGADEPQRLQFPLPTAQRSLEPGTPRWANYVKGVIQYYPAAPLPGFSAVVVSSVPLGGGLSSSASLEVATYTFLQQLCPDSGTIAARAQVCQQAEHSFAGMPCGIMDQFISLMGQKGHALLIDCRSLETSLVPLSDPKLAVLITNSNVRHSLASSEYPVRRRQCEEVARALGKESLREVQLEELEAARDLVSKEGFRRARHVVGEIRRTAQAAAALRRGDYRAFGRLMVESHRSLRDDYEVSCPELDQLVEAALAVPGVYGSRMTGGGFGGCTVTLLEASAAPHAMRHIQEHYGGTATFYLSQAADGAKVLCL
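Kinase-Glo Plus luminescence measured ATP left after a 1 h room-temperature reaction. The reaction used 5 nM GALK, 100 uM galactose and 35 uM ATP at pH 8.0 (20 mM HEPES, 5 mM MgCl2, 60 mM NaCl, 1 mM DTT, 0.01% BSA).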
USP2a inh: qHTS Assay for Inhibitors of Ubiquitin-specific Protease USP2a Using CHOP2 as the Reporter | USP2 core, Ub-CHOP2 coupled fluorogenic reporter, 485/531 | Potency, µM (titrated, usually from 38.3 µM), inactives show top-dose activity change, negative = inhibition, most hits filed as inhibitors | 0.01% of 330,000 active | AID 463254, 2010;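 note: potency is the fitted concentration of half-maximal effect; plate controls were DMSO wells for no effect and full inhibition by NEM control for full effect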
Target sequence (O75604 whole entry, looked up): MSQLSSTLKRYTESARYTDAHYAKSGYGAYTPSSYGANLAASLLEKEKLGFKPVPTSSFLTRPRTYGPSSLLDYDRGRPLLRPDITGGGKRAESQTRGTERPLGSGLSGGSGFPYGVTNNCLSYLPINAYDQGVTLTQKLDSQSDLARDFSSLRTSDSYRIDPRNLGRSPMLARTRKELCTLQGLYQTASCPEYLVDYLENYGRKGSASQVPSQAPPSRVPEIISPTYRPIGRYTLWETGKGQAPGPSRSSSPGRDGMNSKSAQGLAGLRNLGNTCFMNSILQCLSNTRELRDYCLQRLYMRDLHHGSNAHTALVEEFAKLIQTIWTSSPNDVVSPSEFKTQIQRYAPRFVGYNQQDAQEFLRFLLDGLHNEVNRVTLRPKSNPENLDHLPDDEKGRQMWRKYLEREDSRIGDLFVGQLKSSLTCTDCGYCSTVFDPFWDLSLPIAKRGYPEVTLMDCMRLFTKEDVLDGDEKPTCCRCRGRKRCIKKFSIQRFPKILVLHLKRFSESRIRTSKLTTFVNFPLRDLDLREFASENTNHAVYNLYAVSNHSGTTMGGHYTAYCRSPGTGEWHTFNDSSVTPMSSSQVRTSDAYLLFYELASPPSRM
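Cell-free coupled assay: 10nM USP2 core preincubated 30min RT with compound in Tris-HCl pH 8.0/CaCl2/CHAPS buffer, then 25nM Ub-CHOP2 and 25nM reporter substrate; fluorescence (Ex 485/Em 531) read after 60min RT, normalized to NEM inhibition, concentration-response curves fitted.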
uPA surface inh: qHTS for Inhibitors of Cell Surface uPA Generation. 0.31% of 330,000 active. cell surface uPA generation assay, qHTS. AID 540303, 2011. Potency, µM (titrated, usually from 38.3 µM), for inactives: at the top dose activity change, negative = inhibition, hits mostly inhibitors; active = well fitted inhibition curve with a large enough effect; inconclusive = small, poorly fitted or top-dose-only effect; inactive = no such curve, though single readings can be large or run the other way; tested in mouse RAW 264.7 cells; note: potency is the fitted concentration of half-maximal effect; nearly all actives have a fitted effect of over 55% in size
Giardia kill: Small Molecules that selectively kill Giardia lamblia: qHTS; 0.15% of 340,000 active; AID 540267, 2011; activity change, % at 7.66 µM, hits read low; Giardia lamblia trophozoite viability; in the data active = activity change below about -80%; inconclusive = between about -30% and that limit;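 note: parasites exposed to compound for two days anaerobically before the ATP read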
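Media and compound were dispensed first, then trophozoites at 100 cells/well; plates sat 48 hrs at 37 deg C without oxygen before ATP luminescence reagent was added and read after 15-30 min at room temperature.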
PKM2 activator: qHTS Assay for Activators of Human Muscle isoform 2 Pyruvate Kinase. Pyruvate kinase PKM (Homo sapiens), P14618. purified PKM2, Kinase-Glo ATP luminescence, activation; response scale: 0% is enzyme alone, no compound. Potency, µM (doses to about 57.5 µM), inactives show top-dose activation, actives largely listed as activators. 0.34% of 260,000 active; note: potency is the fitted concentration of half-maximal effect; nearly all actives have a fitted effect of over 55% in size
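Purified hPK-M2 (>95% pure) converted ADP (0.1 mM final) to ATP with 0.5 mM PEP in 50 mM imidazole pH7.2, KCl, MgCl2, Tween 20, BSA; 1 h at room temperature. ATP detected by Kinase-Glo luminescence.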
B2AR arrestin: qHTS assay of beta-arrestin-biased ligands of beta2-adrenergic receptor; Beta-2 adrenergic receptor (Homo sapiens), P07550; beta-arrestin recruitment to beta2AR, cell-based reporter; Potency, µM (titrated, usually from 46.1 µM), for the others: at the highest dose activation, hits mostly activators; 0.02% of 330,000 active; AID 492947, 2010;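 note: potency is the fitted concentration of half-maximal effect; 0% = DMSO controls and full agonism = EC100 isoproterenol or metaproterenol; nearly all actives have a fitted effect of over 65% in size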
KCNH2 3.1 block: qHTS for Inhibitors of KCHN2 3.1: Mutant qHTS; activity change, % (tested at about 1.8 µM); U2OS KCNH2 3.1, thallium flux FluxOr; stronger effect = lower value; AID 720553, 2013; 0.95% of 340,000 active; Potassium voltage-gated channel subfamily H member 2, brain isoform KCNH2 3.1 (human);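 active = maximum activity change below -70%; inconclusive = maximum activity change from -70% to -50%; inactive = maximum activity change above -50%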;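 note: thallium influx rate constant from kinetic fluorescence after stimulation buffer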
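FluxOr-based Tl+ influx in U2OS cells transduced with KCNH2 3.1 virus; rate constants normalized to DMSO controls.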
Chronic BCR inh: qHTS Assay to Find Inhibitors of Chronic Active B-Cell Receptor Signaling. ABC-DLBCL IkBa-CBG/CBR reporter, luminescence ratio, 4 h. Potency, µM (titrated, usually from 46.1 µM), without a hit: top-dose ratio change, negative = lower green/red ratio, hits mostly inhibitors. 0.05% of 340,000 active; active = well fitted inhibition curve with a large enough effect in the signal ratio, with a control signal flat, not every such curve was filed as active; inconclusive = small, poorly fitted or top-dose-only effect, or effect the other way, or a change in a side signal; the % refers to the signal ratio;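 note: potency is the fitted concentration of half-maximal effect; plate controls were basal doxycycline-induced cells for no effect and cells given 10 µM MG132 for full effect; MG132 reads +100%, hits lower the ratio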
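TMD8 ABC-DLBCL cells carrying doxycycline-inducible green luciferase fused to IkappaBalpha plus unfused red luciferase were exposed to compounds (up to 46 uM) for 4 hrs at 37C. Activity came from the overlap-corrected green/red luminescence ratio.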
Coupling enz: qHTS Assay for Inhibitors of Fructose-1,6-bisphosphate Aldolase from Giardia Lamblia: Coupling assay counterscreen | 0.67% of 290,000 active | AID 2472, 2010 | activity change, negative = inhibition, % at 58.2 µM, hits read low | coupling enzyme system counterscreen, AmpLite Red fluorescence; in the data active = activity change below about -30%
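Compounds tested against the coupling enzymes alone at 57.5 uM final; readout was AmpLite Red fluorescence (525/598 nm) after 20 min at RT.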
Active calls of the source: *; ? = inconclusive; nt = no result given. Unless noted, calls come from the whole dose curve; as a rule, active = well fitted curve in the direction sought with a large enough effect; inconclusive = small, poorly fitted or top-dose-only effect, or another doubt; inactive = no such curve, though single readings can be large; an effect the other way counts as inactive or inconclusive. Unless noted, % is set by controls: 0 for no effect and ±100 for the full control effect.

(1) CCOC(=O)[C@H]1CCC[C@@H](NS(=O)(=O)c2ccc(NC(C)=O)cc2)C1
(2) O=C(CSc1nc2ccccc2c(=O)n1NC(=O)Cc1ccccc1)NCc1ccccc1
(3) O=C(Nc1ccc(F)cc1)c1cccnn1
(4) Nc1ccccc1SCC(=O)N1CCc2ccccc21
(5) Cc1cc(C)c(S(=O)(=O)Nc2ccc(O)cc2)cc1C
(6) O=S(=O)(c1cc(Cl)ccc1Cl)N1CCc2ccccc21
(7) CC(C)Nc1nc2ccccc2c(=O)[nH]1
(8) CC(C)CC1(C)NC(=O)N(CC(=O)Nc2ccccc2Br)C1=O (configuration not stated)

entry no.,1,2,3,4,5,6,7,8
Coupling enz,0,8,1,1,-1,0,1,nt
PKM2 activator,-1%,0%,nt,15%,15%,6%,2%,nt
KCNH2 WT inh,2,19,-6,-5,-7,-7,-1,2
KCNH2 3.1 block,30,0,0,1,2,6,0,1
USP2a inh,2%,1%,2%,3%,3%,4%,1%,0%
Giardia kill,13,1,18,-4,3,22,-3,14
B2AR arrestin,0.2%,0.5%,6.6%,0.0%,-1.1%,-1.1%,-0.4%,-0.4%
Chronic BCR inh,-2%,-6%,1%,2%,-2%,-11%,?,0%
GALK inh,-2%,0%,-2%,-1%,-1%,-5%,3%,nt
uPA surface inh,0%,6%,0%,-5%,-2%,?,-1%,5%
Eya2 phos inh,-7%,-3%,8%,3%,-1%,-7%,4%,7%

(9) COC(=O)c1cc(C(=O)OCC(=O)N2CCCCC2)cc([N+](=O)[O-])c1
(10) O=C(NC(=S)Nc1cccc(Cl)c1N1CCCCC1)c1cccs1
(11) Cc1ccc(Cl)c(NC(=O)COC(=O)c2ccccc2C(=O)c2ccc(Cl)c([N+](=O)[O-])c2)c1Cl
(12) O=C(c1ccc(Cl)cc1)c1cnc(Nc2ccccc2)s1
(13) CCOc1ccccc1-c1nc(-c2cc3ccc(C)cc3[nH]c2=O)no1
(14) O=C(CSc1nc(NS(=O)(=O)c2ccccc2)cc(=O)[nH]1)Nc1ccc(Cl)cc1
(15) CCOc1cc(/C=N/NC(=O)CCn2nnc3ccccc32)ccc1O
(16) Cc1ccc(C(=O)NCC(=O)OCC(=O)Nc2ccc3[nH]c(=O)[nH]c3c2)cc1

entry no.,9,10,11,12,13,14,15,16
Coupling enz,nt,-2,3,3,0,3,3,nt
PKM2 activator,nt,-3%,-2%,-7%,1%,2%,9%,nt
KCNH2 WT inh,0,-14,-8,1,3,2,16,3
KCNH2 3.1 block,1,17,-16,-1,10,7,-12,-3
USP2a inh,2%,0%,0%,0%,0%,4%,-5%,2%
Giardia kill,6,10,-1,-12,12,-18,-10,11
B2AR arrestin,-0.5%,0.5%,-1.6%,0.0%,-1.0%,0.5%,0.2%,0.0%
Chronic BCR inh,1%,?,?,-9%,?,?,?,-1%
GALK inh,nt,nt,1%,1%,-3%,-1%,-2%,nt
uPA surface inh,-5%,nt,-4%,nt,-2%,2%,-5%,3%
Eya2 phos inh,3%,-16%,3%,4%,4%,2%,5%,-1%

(17) Fc1ccc(CSc2ccc3nnc(-c4cccs4)n3n2)cc1
(18) CCCCCCC(O)(CCN1CCCCC1)c1ccccc1 (configuration not stated)
(19) S=c1nc(NCc2ccc3c(c2)OCO3)c2ccccc2[nH]1
(20) Cc1nc(=O)c(-c2ccccc2)c(C)n1-c1ccccc1C(=O)O
(21) CCOc1ccc(CN2CCN(Cc3[nH]c4ccccc4c3C)CC2CCO)cc1 (configuration not stated)
(22) COc1ccc(S(=O)(=O)N[C@@H](Cc2ccccc2)C(=O)N2CC[C@@]3(O)CCCC[C@H]3C2)cc1
(23) Cc1ccc(-n2ncc3c2CC(C)(C)CC3NC(=O)CCc2cnn(C)c2)cc1 (configuration not stated)
(24) COc1ccc(NS(=O)(=O)c2cc(N)ccc2N2CCOCC2)cc1

entry no.,17,18,19,20,21,22,23,24
Coupling enz,1,-2,0,6,-1,0,nt,1
PKM2 activator,-10%,nt,nt,-5%,-4%,3%,5%,nt
KCNH2 WT inh,0,54,nt,-9,?,-1,4,3
KCNH2 3.1 block,-5,-22,-9,-9,4,-1,nt,-1
USP2a inh,1%,5%,4%,-1%,1%,3%,3%,3%
Giardia kill,7,-4,3,7,5,-13,3,-8
B2AR arrestin,0.0%,0.1%,0.1%,-0.3%,0.1%,-0.8%,-0.4%,0.2%
Chronic BCR inh,0%,-1%,-2%,-7%,-8%,6%,0%,-9%
GALK inh,0%,-2%,nt,0%,3%,-2%,-4%,0%
uPA surface inh,-9%,-4%,-6%,3%,-15%,5%,1%,-4%
Eya2 phos inh,-3%,-12%,-7%,13%,-10%,15%,1%,5%

Quoted at random: 4 entries already listed
(24) COc1ccc(NS(=O)(=O)c2cc(N)ccc2N2CCOCC2)cc1
(20) Cc1nc(=O)c(-c2ccccc2)c(C)n1-c1ccccc1C(=O)O
(4) Nc1ccccc1SCC(=O)N1CCc2ccccc21
(23) Cc1ccc(-n2ncc3c2CC(C)(C)CC3NC(=O)CCc2cnn(C)c2)cc1 (configuration not stated)

entry no.,24,20,4,23
Coupling enz,1,6,1,nt
PKM2 activator,nt,-5%,15%,5%
KCNH2 WT inh,3,-9,-5,4
KCNH2 3.1 block,-1,-9,1,nt
USP2a inh,3%,-1%,3%,3%
Giardia kill,-8,7,-4,3
B2AR arrestin,0.2%,-0.3%,0.0%,-0.4%
Chronic BCR inh,-9%,-7%,2%,0%
GALK inh,0%,0%,-1%,-4%
uPA surface inh,-4%,3%,-5%,1%
Eya2 phos inh,5%,13%,3%,1%

Remaining list, next part.
(25) COc1ccccc1CNC(=O)Cn1cccc1
(26) CN(CC(=O)NCc1ccccc1Cl)S(=O)(=O)c1ccc2c(c1)n(C)c(=O)c(=O)n2C
(27) Cn1c(Cc2ccccc2)nnc1SCC(=O)Nc1ccccc1
(28) CCOc1ccc(N2CC(C(=O)Nc3nnc(Cc4ccc(OC)c(OC)c4)s3)CC2=O)cc1 (configuration not stated)
(29) COc1ccc(S(=O)(=O)N2CCOC2CNC(=O)C(=O)NCc2ccco2)cc1OC (configuration not stated)
(30) COc1cccc(NC(=O)CN(C)C(=O)CNC(=O)c2sc3ccccc3c2Cl)c1
(31) COc1ccccc1-c1nnc(-c2ccc(N3CCOCC3)cc2)o1
(32) O=C(Nc1nc(-c2cc(Cl)sc2Cl)cs1)c1ccccc1

entry no.,25,26,27,28,29,30,31,32
Coupling enz,3,nt,1,4,1,nt,2,-18
PKM2 activator,12%,nt,?,nt,1%,nt,0%,0%
KCNH2 WT inh,-1,0,-15,5,-11,-11,-3,-8
KCNH2 3.1 block,-2,-3,-4,27,-7,1,-7,-22
USP2a inh,nt,1%,12%,-2%,7%,-3%,2%,-5%
Giardia kill,-3,-13,14,?,-3,6,-16,-2
B2AR arrestin,nt,-0.2%,-0.2%,-0.1%,-0.3%,0.0%,-0.2%,0.2%
Chronic BCR inh,nt,-3%,3%,1%,-8%,?,?,?
GALK inh,0%,2%,-2%,4%,-1%,nt,1%,-3%
uPA surface inh,-3%,-4%,-5%,-4%,-3%,-9%,1%,-2%
Eya2 phos inh,nt,-2%,-17%,-2%,6%,23%,-4%,-2%

(33) Cc1ccc(Sc2ccc(NC(=O)CCl)cc2)c(C)c1
(34) O=C(NC1CC1)C1=C[C@@H](c2ccc3c(c2)OCO3)C[C@@H](OCc2ccc(CO)cc2)O1
(35) CCc1ccc(Nc2n[n+](-c3ccccc3)c(-c3c(Cl)cccc3Cl)s2)cc1
(36) COc1cc2c(cc1OC)C(C)N(S(=O)(=O)c1cnc(Cl)c(Cl)c1)CC2 (configuration not stated)
(37) COc1cccc(C(=O)NCC(c2cccs2)N2CCc3ccccc32)c1 (configuration not stated)

entry no.,33,34,35,36,37
Coupling enz,-5,1,-8,nt,nt
PKM2 activator,?,1%,-9%,nt,nt
KCNH2 WT inh,10,-2,18,-11,-3
KCNH2 3.1 block,-1,-2,-36,20,-2
USP2a inh,-2%,4%,5%,2%,-4%
Giardia kill,-20,-1,19,-18,5
B2AR arrestin,-1.9%,0.2%,0.2%,-1.1%,0.8%
Chronic BCR inh,?,6%,?,?,?
GALK inh,-3%,2%,nt,1%,nt
uPA surface inh,?,9%,13µM*,?,?
Eya2 phos inh,-19%,5%,-11%,17%,15%
